Screening results: PubChem, National Center for Advancing Translational Sciences (NCATS)
ERG Ets-DNA blk = ERG Ets/DNA interaction inhibition. P11308. fluorescence polarization, His-ERG Ets domain / labelled DNA. Potency, µM (doses to about 76.9 µM), without a hit: top-dose FP activity, negative = inhibition, hits mostly inhibitors. actives 0.028% (n = 370,000). AID 624246; active means well fitted inhibition curve with a large enough effect in the polarisation, with a control signal flat; inconclusive means small, poorly fitted or top-dose-only effect, or effect the other way, or a change in a side signal; inactive means no such curve, though single readings can be large or run the other way; the % refers to the polarisation;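 further: polarization taken with two DNA probes labelled with fluorescein and Texas red; potency means the concentration at half of the fitted maximal effect; % of control where 0% means no effect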
Target sequence (P11308 whole entry, looked up, the tested form may be a part): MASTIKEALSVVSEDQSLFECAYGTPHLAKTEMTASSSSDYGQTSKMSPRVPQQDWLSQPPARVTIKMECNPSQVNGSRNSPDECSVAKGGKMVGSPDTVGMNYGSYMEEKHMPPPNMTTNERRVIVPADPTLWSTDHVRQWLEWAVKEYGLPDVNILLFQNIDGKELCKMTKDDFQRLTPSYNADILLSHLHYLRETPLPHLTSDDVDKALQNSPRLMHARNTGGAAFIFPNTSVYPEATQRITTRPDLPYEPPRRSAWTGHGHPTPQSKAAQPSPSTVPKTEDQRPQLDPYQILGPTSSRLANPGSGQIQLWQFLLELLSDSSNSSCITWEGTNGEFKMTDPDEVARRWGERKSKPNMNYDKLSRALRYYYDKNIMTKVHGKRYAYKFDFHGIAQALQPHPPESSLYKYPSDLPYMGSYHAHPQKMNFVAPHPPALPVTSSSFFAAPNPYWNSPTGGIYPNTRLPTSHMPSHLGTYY
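His-tagged ERG Ets domain (1 uM in the protein solution; 300mM KCl, 50mM Tris-HCl, 1mM EDTA, 1mM DTT, pH 7.5) received compound, then a probe mix of 5 nM fluorescein-DNA and 100nM Texas-615-DNA. Fluorescence polarization was read for both dyes.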
G9a block = inhibitors of human histone lysine methyltransferase G9a; AID 504332; actives 8.8% (n = 350,000); G9a H3K9 monomethylation, AlphaScreen, 2 h; Potency, µM (doses to about 102 µM), without a hit: at the highest dose activity, negative = inhibition, actives largely listed as inhibitors; further: potency means the concentration at half of the fitted maximal effect; on the % scale 0 is the no-effect control and ±100 the full control effect; nearly all actives have a fitted effect of over 75% in size
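Step 1: enzyme (final 20 nM) with compound, 15 min RT. Step 2: substrate peptide 500 nM and SAM 20 uM, 2 h RT. Step 3: anti-H3K9me1 antibody and AlphaScreen beads, 10 min, then plate read.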
PI4K2A inh = inhibitors of human PI4K2A; activity change, negative = inhibition, % at 76.9 µM; actives 0.13% (n = 420,000); purified PI4K2A, ADP-Glo luminescence, 1 h; active compounds read low; in the data active means activity change below about -50%; inconclusive means mostly about -30% to -49%;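 further: -100% = wells without enzyme as full effect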
Target sequence (Q9BTU6 whole entry, looked up): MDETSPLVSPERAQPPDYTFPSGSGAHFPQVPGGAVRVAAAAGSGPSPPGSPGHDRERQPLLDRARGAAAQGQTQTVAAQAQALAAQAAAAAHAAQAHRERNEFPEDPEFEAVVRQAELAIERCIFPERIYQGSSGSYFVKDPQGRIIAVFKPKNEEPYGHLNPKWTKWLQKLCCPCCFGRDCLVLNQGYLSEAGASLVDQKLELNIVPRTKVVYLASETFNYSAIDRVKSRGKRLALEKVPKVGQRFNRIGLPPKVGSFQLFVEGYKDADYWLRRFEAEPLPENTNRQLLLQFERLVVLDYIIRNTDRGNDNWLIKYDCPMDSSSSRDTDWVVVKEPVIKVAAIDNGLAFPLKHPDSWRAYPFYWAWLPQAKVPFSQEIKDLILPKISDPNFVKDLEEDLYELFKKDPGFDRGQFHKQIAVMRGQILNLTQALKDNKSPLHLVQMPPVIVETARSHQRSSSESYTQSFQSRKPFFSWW
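ADP-Glo luminescence measured ADP generated by PI4K2A enzyme (4 ug/mL before mixing) with 1.2 mM PI substrate (pre-mix) and 300 microM ATP (pre-mix). Tris pH7.5 buffer with MgCl2, Triton X-100; 1 h reaction at ambient temperature.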
GLS inh = glutaminase GLS (human) inhibition | actives 0.21% (n = 410,000) | Potency, µM (titrated, usually from 45.5 µM), for inactives: at the highest dose activity change, negative = inhibition, actives largely listed as inhibitors | GLS enzymatic activity, qHTS titration; further: potency means the concentration at half of the fitted maximal effect; on the % scale 0 is the no-effect control and ±100 the full control effect
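Human kidney-isoform GLS in 45 mM KH2PO4 pH 8.2, 0.02% Tween-20, with compound, started with 1mM L-Glutamine (added stock). Glutamate oxidase/HRP/Amplex red coupled fluorescence read at start and after 30 min at RT.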
BAZ2B block = inhibitors of human BAZ2B bromodomain; Q9UIF8; AlphaScreen BAZ2B-H3K14Ac peptide displacement; Potency, µM (titrated, usually from 114 µM), inactives show at the highest dose activity change, negative = inhibition, hits mostly inhibitors; actives 4.4% (n = 360,000); further: potency means the concentration at half of the fitted maximal effect; on the % scale 0 is the no-effect control and ±100 the full control effect; nearly all actives have a fitted effect of over 60% in size
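BAZ2B (50 nM) with biotin-H3(5-23)K14Ac peptide (50 nM) in PBS pH 7.4, 0.01% Tween-20, preformed 30 min, then compound 30 min at room temperature; top concentration 110uM. AlphaScreen streptavidin donor/nickel chelate acceptor beads (10 ug/mL final), 20 min dark, signal read.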
HP1b binding inh = inhibitors of HP1-beta chromodomain binding to methylated histone tails. actives 0.56% (n = 390,000). P83916. Potency, µM (series often up to 114 µM), without a hit: top-dose activity change, negative = inhibition, usual class: inhibitors. AlphaScreen HP1-beta / biotin-H3K9me3 peptide binding; further: potency means the concentration at half of the fitted maximal effect; nearly all actives have a fitted effect of over 70% in size; inactives centre near 23
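AlphaScreen: HP1-beta (50 nM) preformed 30 min with biotin-H3(1-18)K9me3 peptide (50 nM) in PBS pH 7.4, 0.01% Tween-20. Compound added for 30 min at RT, then streptavidin donor/nickel chelate acceptor beads (10 ug/mL) for 30 min.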
Tb PGK inh = T. brucei PGK inhibition; actives 0.043% (n = 380,000); Potency, µM (series often up to 57.5 µM), for inactives: top-dose activity change, negative = inhibition, hits mostly inhibitors; AID 602233; PGK/GAPDH coupled, Kinase-Glo luminescence, 60 min; further: potency means the concentration at half of the fitted maximal effect; on the % scale 0 is the no-effect control and ±100 the full control effect; nearly all actives have a fitted effect of over 60% in size
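Recombinant glycosomal PGK reaction used 1,3-bisphosphoglycerate generated in-well by GAPDH (100nM final) in 100mM TEA pH 7.6, 5mM MgCl2, 0.01% Tween-20. After 60 minutes at room temperature, ATP was read by Kinase-Glo Plus luminescence end-point.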
JMJD2A Tudor = blocks the human JMJD2A Tudor domain. AlphaScreen JMJD2A-Tudor / H3K4me3 peptide binding. Potency, µM (highest dose often 114 µM), for inactives: at the highest dose activity change, negative = inhibition, hits mostly inhibitors. actives 4.4% (n = 390,000); further: potency means the concentration at half of the fitted maximal effect; on the % scale 0 is the no-effect control and ±100 the full control effect; nearly all actives have a fitted effect of over 50% in size
Pin1 inh = blocks the human prolyl isomerase Pin1 | Pin1 FP peptide displacement, HiFluor488, 10 min | Potency, µM (highest dose often 115 µM), inactives show at the highest dose activity, negative = inhibition, actives largely listed as inhibitors | actives 0.009% (n = 390,000) | AID 504891; active means well fitted inhibition curve with a large enough effect in the polarisation, with a control signal flat, not every such curve was filed as active; inconclusive means small, poorly fitted or top-dose-only effect, or effect the other way, or a change in a side signal; inactive means no such curve, though single readings can be large or run the other way; the % refers to the polarisation; further: potency means the concentration at half of the fitted maximal effect; on the % scale 0 is the no-effect control and ±100 the full control effect
Target sequence (Q13526 whole entry, looked up): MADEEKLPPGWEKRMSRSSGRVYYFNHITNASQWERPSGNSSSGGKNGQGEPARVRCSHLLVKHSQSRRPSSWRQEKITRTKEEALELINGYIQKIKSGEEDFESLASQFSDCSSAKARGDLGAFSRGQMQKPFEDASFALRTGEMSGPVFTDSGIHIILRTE
Active calls of the source: *; i = inactive; ? = inconclusive; · = not tested or not shown; [ ] = remark or other dose. Unless noted, the call rests on the fitted dose curve; in most records, active means well fitted curve in the direction sought with a large enough effect; inconclusive means small, poorly fitted or top-dose-only effect, or another doubt; inactive means no such curve, though single readings can be large; an effect the other way counts as inactive or inconclusive. Not a hit list; any-hit rate near 11%.

SMILES | ERG Ets-DNA blk | G9a block | PI4K2A inh | GLS inh | BAZ2B block | HP1b binding inh | Tb PGK inh | JMJD2A Tudor | Pin1 inh
Cn1c(SCC(=O)NCC2CCCO2)nnc1-c1c[nH]c2ccccc12 (stereo unspecified) | -9% | 3%[59 µM] | 2 | -1% | 3% | 32% | -1% | -10% | 1%
O=C(O)c1ccccc1N1C(=O)C2C3CCC(C3)C2C1=O (stereo unspecified) | 9% | -8%[12.7 µM] | 3 | 15% | -10% | 47%[activator] | -1% | -16% | -16%
COc1ccc(/C=N/O)cc1COc1ccc(NC(C)=O)cc1 | 2% | -51%[59 µM] | 5 | -5% | 5% | 2% | i | -25% | -2%
Cc1cc(NS(=O)(=O)c2ccc(C(C)C)cc2)no1 | 14% | · | -2 | 3% | -5% | 22% | -5% | -10% | -11%
O=S(=O)(c1ccsc1)N1CC=C(c2ccccc2)CC1 | -4% | 30% | 1 | 3% | 13% | 46%[activator] | 6% | 13% | 6%
CC(C)C(=O)NNC(=O)c1csc(CS(=O)(=O)c2ccc(Cl)cc2)n1 | -3% | ? | -1 | -1% | -8% | 39%[activator] | 7% | -7% | -5%
Cc1cc(=O)n2nc(N3CCC(C(=O)Nc4cccc(Cl)c4C)CC3)sc2n1 | 1% | 37%[59 µM] | -7 | 0% | -2% | 26% | -4% | -8% | 2%
CCn1c(=O)c([N+](=O)[O-])c(NCCN(C)C)c2ccccc21 | -11% | 56µM* | 1 | 5% | -29% | 29% | -10% | -11% | -3%
Cc1noc(C)c1S(=O)(=O)N(CC(=O)Nc1ccc(F)cc1F)c1ccc(C(C)C)cc1 | 7% | 11%[59 µM] | 2 | 1% | · | 58%[activator] | i | -11% | -12%
CC(=O)N1CCCc2cc(S(=O)(=O)N(C)CC(=O)Nc3ccc(F)cc3Cl)ccc21 | -4% | 5%[59 µM] | 0 | -10% | 6% | 10%[57 µM] | -4% | -14% | -9%
CCNC(=O)C(CCSC)NS(=O)(=O)c1ccc(C)cc1 (stereo unspecified) | 3% | 41%[activator] | 10 | -6% | 3% | 72%[activator] | -3% | -11% | -2%
CCc1cc2cc3c(cc2nc1SCC(=O)Nc1c[nH]c(=O)[nH]c1=O)OCO3 | 2% | 14% | 1 | -29% | 0% | 20% | -12% | -2% | 1%
CCCCCC(=O)Nc1nc2ccccc2[nH]1 | 2% | ? | -3 | 4% | 8% | 19% | -1% | -14% | -2%
O=c1oc2ccccc2n1Cc1cccc(F)c1 | 7% | 13% | 0 | 0% | 18% | 30% | · | 12% | 23%
COc1cc(C[C@H](C)[C@H](C)Cc2ccc3c(c2)OCO3)ccc1O | 4% | 18%[59 µM] | -1 | 4% | -27% | 4% | 10% | -30% | ?

The list continues.
SMILES | ERG Ets-DNA blk | G9a block | PI4K2A inh | GLS inh | BAZ2B block | HP1b binding inh | Tb PGK inh | JMJD2A Tudor | Pin1 inh
O=C(Nc1cc(S(=O)(=O)N2CCOCC2)ccc1Cl)c1ccncc1 | -7% | · | -5 | -5% | · | 31% | 2% | -4% | -4%
COC(=O)\C(C(C)=O)=C(/C=C/C=C/C=C/N(C)C)N(C)C | -17% | 32µM* | -13 | 11µM* | 18µM* | ? | ? | 11µM* | ?
COc1cccc(OC)c1Nc1nc(C)nc2c1nnn2Cc1ccccc1Cl | 0% | -2% | 0 | 3% | -2% | 40%[activator] | -2% | -7% | -1%
O=C(O)CC1SC(=O)N(CC(=O)c2ccccc2)C1=O (stereo unspecified) | -18% | 14% | -1 | 3% | 3% | 41% | -7% | -17% | -1%
N#C/C(=C/c1ccccc1Cl)c1nc2ccccc2c(=O)[nH]1 | 4% | -21%[59 µM] | 1 | 3% | -17% | 29% | -5% | -22% | 40%[activator]
CCn1nc(CC(=O)Nc2nnc(CC(=O)N3CCCCC3)s2)c2ccccc2c1=O | 2% | ? | 0 | 58%[activator] | ? | 37% | -1% | 3% | 8%
CCN(CC)S(=O)(=O)c1ccc2c(c1)N(CC(=O)Nc1cccc(C)c1C)C(=O)C1CCCN21 (stereo unspecified) | -7% | -32%[59 µM] | 1 | -5% | 6% | 26% | -2% | 9% | ?
COc1cccc(NC(=O)NCc2ccc3c(c2)CCN3C(=O)c2ccccc2)c1 | 4% | -22%[59 µM] | 2 | 4% | -17% | 4%[57 µM] | 2% | -30% | 13%
O=Cc1ccc(OCC(=O)NCC2CCCO2)cc1 (stereo unspecified) | -1% | -7% | 1 | -7% | 5% | 12% | i | 6% | -2%
COc1ccccc1N1CCN(C(=O)c2cc3n(n2)C(C(F)(F)F)CC(c2ccco2)N3)CC1 (stereo unspecified) | 3% | ? | -6 | 16% | -33% | -8% | -7% | -22% | -3%
Cc1ccc2nc(-c3c[nH]c4ccccc34)c(Nc3ccccc3C)n2c1 | 5% | -5%[59 µM] | 0 | -4% | -27% | 21% | 8% | -10% | 5%
COCCCn1c(SCC(=O)Nc2ccc(C(=O)OC)cc2)nc2ccccc2c1=O | 2% | -1% | -3 | -8% | -26% | 14% | i | -20% | 2%
CC1(C(=O)O)CCC(C(=O)NNC(=O)c2ccccc2Cl)C1(C)C (stereo unspecified) | -5% | · | -1 | 12% | · | 9% | i | -12% | -2%
COc1ccc(C(=O)NC(=O)N2CCCCC2)cc1 | 1% | 9%[59 µM] | 8 | 5% | 7% | 14% | 3% | -4% | 0%
O=C(c1ccc(Cl)c([N+](=O)[O-])c1)N(Cc1ccc(Cl)cc1)C1CCS(=O)(=O)C1 (stereo unspecified) | -5% | -10% | 0 | -2% | -23% | -12% | -7% | ? | -2%

More results follow.
SMILES | ERG Ets-DNA blk | G9a block | PI4K2A inh | GLS inh | BAZ2B block | HP1b binding inh | Tb PGK inh | JMJD2A Tudor | Pin1 inh
Cc1cccc(-c2nc(CS(=O)CC(=O)NCCCSC3CCCCC3)c(C)o2)c1 (stereo unspecified) | 8% | ? | -6 | -3% | ? | 8% | -4% | -32% | ?
CC(=O)c1ccc(NC(=O)c2sc(-n3nc(C)c(Cc4ccc5c(c4)OCO5)c3C)nc2C)cc1 | 3% | -17%[59 µM] | -2 | -1% | -31% | 12% | -7% | 79µM* | -15%
CCn1c(=O)cc(SCC(=O)NCc2cccnc2)c2ccccc21 | -10% | 8%[12.7 µM] | -6 | -2% | -36% | 32% | 3% | -1% | -3%
Cc1sc(NC(=O)CN2CCCC2)nc1-c1ccc2c(c1)CCN2C(=O)c1ccc(F)cc1 | 1% | ? | -1 | -3% | -18% | -14% | -9% | ? | -3%
COCCSc1nnc(NC(=O)C2CC(=O)N(c3ccccc3)C2)s1 (stereo unspecified) | 2% | -21% | 1 | 5% | -14% | 9% | 4% | -6% | 5%
Cc1ccc(CNC(=O)C2CCCN(c3nc(C)cc(C)n3)C2)cc1 (stereo unspecified) | -14% | 33% | 4 | 1% | 0% | 45%[activator] | i | -8% | -1%
COc1ccccc1CNS(=O)(=O)CCNCc1ccco1 | 6% | · | -3 | 3% | · | 22% | i | -19% | 0%
CCc1cc(C(=O)Cc2ccc(F)cc2)c(O)cc1O | -4% | 11%[59 µM] | -5 | 26% | -8% | 29% | -9% | 2% | 0%
CCC(C)NC(=O)C(Cc1ccccc1)n1cccc1 (stereo unspecified) | 0% | -5%[59 µM] | 2 | -4% | -6% | -14% | -5% | -22% | -1%
COC(=O)Nc1ccccc1C(=O)N1CCN(c2ccc(C)cc2)CC1 | 13% | -23%[59 µM] | -1 | -3% | 40% | 22% | -10% | -12% | 1%
COc1ccc(C2(c3ccc(OC)cc3)NC(=O)N(CC(=O)Nc3ccc(C(N)=O)cc3)C2=O)cc1 | -5% | -34% | 4 | 3% | ? | -20% | -4% | -30% | -7%
NC(=O)C(c1ccccc1)c1ncc(C(F)(F)F)cc1Cl (stereo unspecified) | 2% | -10%[12.7 µM] | -4 | -3% | -4% | 25% | 3% | -9% | 2%
CCCc1ccc(C2=Nn3c(nnc3C(C)C)SC2)cc1 | -5% | 8.9µM* | 3 | ? | -21% | ? | i | -35% | -8%
Cc1ccc2nc(SC(C)C(=O)NC3CCCc4ccccc43)[nH]c2c1 (stereo unspecified) | -8% | 6%[59 µM] | 2 | -3% | -20% | 0% | 6% | -24% | 6%
NC(=O)c1cc([N+](=O)[O-])ccc1NCc1ccc(O)cc1 | 14% | 23%[2.33 µM] | 1 | 63%[activator] | ? | 26% | -12% | -34% | 0%

Going on with the list:
SMILES | ERG Ets-DNA blk | G9a block | PI4K2A inh | GLS inh | BAZ2B block | HP1b binding inh | Tb PGK inh | JMJD2A Tudor | Pin1 inh
CC(=O)c1ccc(N2Cc3ccccc3C3(CCOCC3)C2=N)cc1 | -12% | 56µM* | -2 | -7% | -25% | 37%[activator] | i | -5% | 4%
Cc1cc(NC(=O)CN2C(=O)NC(CCc3ccccc3)C2=O)no1 (stereo unspecified) | -10% | -5%[59 µM] | 13 | 4% | -5% | 28% | -4% | -2% | -1%
Cc1ccc(Cn2c(SCC(=O)C(C)(C)C)nc3ccsc3c2=O)cc1 | -10% | -1%[59 µM] | 8 | -5% | -8% | 33%[activator] | -11% | -9% | 6%
CCOc1ccc(S(=O)(=O)n2cnc3cc(C)c(C)cc32)cc1 | 8% | ? | -15 | -7% | -5% | 22% | 0% | -1% | -8%
CCN(CC)CCNCC1C(=O)O[C@@H]2C[C@@]3(C)CCC[C@H](C)C3=C[C@H]12 (stereo partly specified) | 0% | 3%[12.7 µM] | 14 | 2% | -12% | 22% | 0% | -9% | 3%
